KB-3-1 tox = kills parental KB-3-1 adenocarcinoma cells; actives 1.4% (n = 400,000); Potency, µM (top dose mostly 46.1 µM), without a hit: at the highest dose activity change, negative = cytotoxic, most hits filed as cytotoxic; KB-3-1 viability, CellTiter-Glo ATP luminescence, 72 h; AID 1347075; also: potency is read from the fitted curve at half-maximal effect; % is scaled to controls: 0 for no effect and ±100 for the full control effect; nearly all actives have a fitted effect of over 60% in size
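Multi-concentration cytotoxicity screen in KB-3-1 cells grown in DMEM lacking phenol red with 10% FBS. After 72 h at 37 °C with compound, ATP-dependent luminescence was recorded.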
IL1B secr inh = inflammasome signaling inhibition, IL-1 beta readout; THP-1 LPS/ATP IL-1B secretion, AlphaLISA, 16 h; active compounds read low; activity change, % at 57.5 µM; actives 4.7% (n = 360,000); in the data active = activity change below about -50%; inconclusive = mostly about -30% to -49%; also: % is scaled to controls: 0 for no effect and ±100 for the full control effect
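THP-1 cells pretreated 1 hr with compounds (up to 57.5 uM final), then stimulated with LPS (250 ng/mL final) plus ATP (1.25 mM final); secreted IL-1B measured by AlphaLISA after 16 hr, decreased signal indicating inhibition.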
HT1080 IDH1KD tx = HT-1080 IDH1 knockdown cell toxicity (counter line); actives 2% (n = 360,000); HT-1080 IDH1 knockdown viability, ATP luminescence, 48 h; AID 686971; Potency, µM (titrated, usually from 46.1 µM), for the others: at the top dose activity, negative = toxicity, hits mostly cytotoxic;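 also: potency is read from the fitted curve at half-maximal effect; 0% = DMSO wells and -100% = cell-free medium wells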
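Knockdown cells (IDH1KD HT-1080) received compounds 2 h after plating at 750 cells/well and were kept 48 h at 37 °C in 5% FBS RPMI. A CellTiter-Glo luminescence read gave % activity for curve fitting.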
GLP1R cytotox = cytotoxicity counter-screen for GLP-1 receptor inverse agonists. HEK293 cAMP-luciferase reporter cells, luminescence, 24 h. Potency, µM (highest dose often 38.3 µM), without a hit: at the top dose activity change, negative = inhibition, most hits filed as inhibitors. actives 0.13% (n = 410,000). AID 624418;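 also: loss of luciferase light is scored as toxicity; potency is read from the fitted curve at half-maximal effect; % is scaled to controls: 0 for no effect and ±100 for the full control effect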
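Quantitative HTS format, 1536 wells, 200 cells/uL seeded. Compounds: 23 nL, 24 h, 37 °C. Detection: luciferase reagent, luminescence at 12 min RT; decreased signal taken as cytotoxic.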
HT1080NT lethal = kills 2HG-producing HT-1080-NT fibrosarcoma cells | HT-1080-NT fibrosarcoma viability, CellTiter-Glo ATP luminescence, 48 h | actives 1.6% (n = 360,000) | Potency, µM (top dose mostly 46.1 µM), without a hit: top-dose activity, negative = less viability, most hits filed as cytotoxic;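 also: NT is the 2HG producing partner of a matched IDH1 knockdown line; potency is read from the fitted curve at half-maximal effect; 0% = DMSO-treated cells and -100% = media-only wells without cells; nearly all actives have a fitted effect of over 55% in size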
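Toxicity toward the 2HG-producing NT line was scored as %Activity, normalised to DMSO and no-cell wells, from CellTiter-Glo luminescence after 48 hours' treatment.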
SW480 rerep = inducers of DNA re-replication in SW480 colon cancer cells; SW480 DNA re-replication, Hoechst DNA content imaging, 48 h; actives 1.8% (n = 340,000); Potency, µM (doses to about 46.1 µM), without a hit: at the highest dose re-replication activation, usual class: activators; AID 624297; also: potency is read from the fitted curve at half-maximal effect; % of control where 0% means no effect; nearly all actives have a fitted effect of over 55% in size
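Cells (250 per well) received 23 nL compound or DMSO by pin tool and were kept 48 hr at 37 C, 5% CO2. Nuclei were then stained with Hoechst for 40 min and scanned for DNA content.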
MCF10A rereplic = DNA re-replication induction in MCF 10a cells; Potency, µM (top dose mostly 46.1 µM), for inactives: at the highest dose activity, positive = re-replication, hits mostly activators; actives 2.9% (n = 350,000); MCF 10A DNA re-replication, Hoechst nuclear intensity, 48 h; also: potency is read from the fitted curve at half-maximal effect; % of control where 0% means no effect; nearly all actives have a fitted effect of over 50% in size
KB-V1 cytotox = KB-V1 MDR subline cytotoxicity. KB-V1 MDR cells viability, CellTiter-Glo, 72 h. actives 3.4% (n = 400,000). AID 1347076. Potency, µM (highest dose often 46.1 µM), inactives show top-dose activity change, negative = cytotoxicity, usual class: cytotoxic; also: potency is read from the fitted curve at half-maximal effect; % is scaled to controls: 0 for no effect and ±100 for the full control effect; nearly all actives have a fitted effect of over 60% in size
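Drug-selected KB-V1 cells, grown in DMEM lacking phenol red with 10% FBS, receive compound titrations; after three days at 37 degrees C, surviving cell ATP is quantified by CellTiter-Glo luminescence and responses normalized and curve-fitted.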
D3 ag = activates the human D3 dopamine receptor | max activation, % | actives 0.58% (n = 410,000) | AID 652048 | D3R DiscoveRx beta-arrestin cells, luminescence, 90 min | P35462; in the data active = max activation above about 30%; also: 0% is about no effect; mostly tested at two doses, the higher about 12 µM
Target sequence (P35462 whole entry, looked up): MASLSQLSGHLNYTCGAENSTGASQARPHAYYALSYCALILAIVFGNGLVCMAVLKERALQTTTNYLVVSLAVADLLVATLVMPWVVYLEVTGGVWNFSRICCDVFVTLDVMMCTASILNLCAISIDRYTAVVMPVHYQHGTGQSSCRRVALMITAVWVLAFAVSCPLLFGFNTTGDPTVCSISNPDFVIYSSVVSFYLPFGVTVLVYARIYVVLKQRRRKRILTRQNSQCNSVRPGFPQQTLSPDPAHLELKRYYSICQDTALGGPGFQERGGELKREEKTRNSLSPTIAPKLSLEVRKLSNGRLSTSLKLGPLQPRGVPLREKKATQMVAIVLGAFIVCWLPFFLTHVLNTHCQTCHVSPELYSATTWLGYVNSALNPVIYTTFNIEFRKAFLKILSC
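Agonist mode: compounds and dopamine controls were applied to plated cells for 90 min at 37 degrees C after an overnight attachment at 1500 cells/well. Luminescent read-out followed 30 - 60 minutes at room temperature with DiscoveRx detection reagent.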
Active calls of the source: *; ? = inconclusive; . = not tested or not shown; [ ] = dose if it differs, or a comment. Unless noted, calls follow the shape of the dose curve; as a rule, active = well fitted curve in the direction sought with a large enough effect; inconclusive = small, poorly fitted or top-dose-only effect, or another doubt; inactive = no such curve, though single readings can be large; an effect the other way counts as inactive or inconclusive.

SMILES	KB-3-1 tox	IL1B secr inh	HT1080 IDH1KD tx	GLP1R cytotox	HT1080NT lethal	SW480 rerep	MCF10A rereplic	KB-V1 cytotox	D3 ag
CCOC(=O)C1=CCN(S(=O)(=O)c2ccc(F)cc2)C1c1ccc(F)cc1 (configuration not stated)	-7%	28	-3%	-14%	-1%	.	.	-24%	1
O=c1[nH][nH]cc1C=Nc1ccccc1Cl	0%	0	11%	10%	0%	-3%	-2%	-15%	-3
Cc1cc(C(=O)OCC(=O)NC2CCC(C)CC2)c(C)o1 (configuration not stated)	10%	-2	5%	-9%	6%	2%	-4%	5%	-14
CN(C)S(=O)(=O)c1ccc(N2CCCC2)c(C(=O)Nc2nc3ccc(F)cc3s2)c1	?	-51*	-26%	-21%	-18%	2%	10%	-33%	-2
CCC(C)NC(=O)c1ccccc1SC (configuration not stated)	13%	1	18%	-4%	15%	0%	25%	0%	-13
COc1cc(/C=N\NC(=O)C2COc3ccccc3O2)cc(OC)c1O (configuration not stated)	-10%	-71*	-3%	0%	-3%	-5%	0%	?	7
COc1cccc(/C(O)=C2/C(=O)C(=O)N(c3cc(C)on3)C2c2cccs2)c1 (configuration not stated)	-12%	1	?	-25%	?	-2%[9.22 µM]	?	1%	-1
COc1ccc(CNC(=O)c2c(-c3c(F)cccc3Cl)noc2C)cc1	1%	26	17%	8%	12%	0%	1%	1%	3
Cc1cccc2c(=O)cc(CSc3ccccc3NC(=O)c3cccc(Br)c3)[nH]c12	-11%	.	.	-1%	.	.	.	-3%	-16
CC(C)C(=O)NC(NCC1CCCO1)C(Cl)(Cl)Cl (configuration not stated)	-18%	-13	2%	9%	1%	-2%[9.22 µM]	-13%	-2%	-15
O=C(c1ccco1)N1CCN(c2ncnc3scc(-c4cccs4)c23)CC1	-25%	-9	7.9µM*	0%	11µM*	-9%	1%	?	1
CC1Cc2ccccc2N1C(=O)CSc1nnc2c(n1)[nH]c1ccccc12 (configuration not stated)	-5%	26	-29%	29%	?	-1%	-3%	-14%	-22
O=C1CS/C(=N/N=C/c2ccccc2OS(=O)(=O)c2ccccc2)N1	-4%	23	6%	?	0%	-6%	-3%	-22%	-4
COc1cc(CCC(=O)OCC(=O)Nc2ncc(Cl)cc2Cl)cc(OC)c1OC	5%	10	7%	2%	2%	-1%	1%	8%	-1
Cc1cccc(S(=O)(=O)NC(=O)C2(C)CCN2C(=O)c2cccc(F)c2)c1 (configuration not stated)	0%	20	18%	-8%	?	.	.	2%	-9
COc1ccc(F)cc1-c1cc(NC=O)c2ncc(-c3cccc(C(F)(F)F)c3)n2c1	23µM*	3	5.2µM*	-29%	?	.	.	?	-10
O=C(c1ccccc1Cl)N1CCC(c2nc3c(nnn3Cc3ccco3)c(=O)[nH]2)CC1	0%	1	6%	-11%	-5%	-8%	-1%	21%	2
COc1cccc(C(=O)N(C)CC(=O)Nc2ccc(F)c(F)c2F)c1	-2%	11	7%	9%	-3%	1%	-1%	-13%	-1
Cc1cc(C(=O)NNC(=O)c2ccc(C)s2)c(C)o1	3%	-6	13%	2%	-1%	-152%[inhibitor]	-24%	5%	-1
CCCc1cc(=O)n2[nH]c(-c3ccco3)nc2n1	-5%	37	-3%	1%	0%[9.24 µM]	1%	-3%	9%	43*
COc1ccc(-c2csc(NC(=O)C3=COCCO3)n2)cc1OC	9%	?	1%	12%	-3%	-8%	14%	9%	0
CCOC(=O)c1ccc2c(c1)nc(SCC(=O)NC(C)C)n2CC	-6%	5	16%	0%	-6%	-6%	9%	0%	10
CC(=O)Nc1cccc(NC(=O)C(=O)c2cn(CC(=O)N3CCCC3)c3ccccc23)c1	1%	-2	7%	-6%	0%	.	.	-4%	-3
CC[C@@H]1CCC[C@@H](O)[C@@H](C)C(=O)O[C@H](C)[C@@H](C)C/C=C(C)/C(OC)=C\C(=O)N(C)C([C@@H](C)CC)C(=O)N(C)[C@@H](C(C)C)C(=O)N(C)[C@@H](COC)C(=O)N2CCC[C@H]2C(=O)N(C)[C@@H](C(C)C)C(=O)N2CCC[C@H]2C(=O)O1 (some centres not stated)	?	18	?	-9%	?	.	.	1.8µM*	8
CCN(CC)CCn1c2c(c(SCC(=O)Nc3nccs3)nc1=O)CCCC2	-11%	-21	-11%	2%	-6%	-37%[inhibitor]	14%	2%	-22
Cc1ccc(C)c(NC(=O)CN(C)C(=O)c2cc3c(s2)CCCCC3)c1	0%	13	-2%	4%	5%	0%	7%	0%	13
COc1ccc(C(=O)Nc2c(Cl)cc(Cl)cc2C(=O)N2CCOCC2)cc1	-5%	3	2%	-8%	3%	-4%	14%	-9%	-5
Cc1cccc(NC(=O)c2c(C)cc(C)nc2SCC(=O)Nc2c(C)cc(C)cc2C)c1	6%	.	.	?	.	.	.	-6%	3
COc1ccc2nc(SCC(=O)NN)cc(C)c2c1	1%	-12	0%	0%	2%	-14%	-2%	9%	0
CC(=O)C1=C(O)C(=O)N(CCC(=O)O)C1c1ccc(Cl)cc1Cl (configuration not stated)	4%	14	-5%	3%	29%	-1%	10%	14%	-2

One compound at a time, as listed above:
Record of `COc1ccc(CNC(=O)c2c(-c3c(F)cccc3Cl)noc2C)cc1` : KB-3-1 tox: 1%; IL1B secr inh: 26; HT1080 IDH1KD tx: 17%; GLP1R cytotox: 8%; HT1080NT lethal: 12%; SW480 rerep: 0%; MCF10A rereplic: 1%; KB-V1 cytotox: 1%; D3 ag: 3
Record of `CCC(C)NC(=O)c1ccccc1SC` (configuration not stated) : KB-3-1 tox: 13%; IL1B secr inh: 1; HT1080 IDH1KD tx: 18%; GLP1R cytotox: -4%; HT1080NT lethal: 15%; SW480 rerep: 0%; MCF10A rereplic: 25%; KB-V1 cytotox: 0%; D3 ag: -13

New compounds follow
SMILES	KB-3-1 tox	IL1B secr inh	HT1080 IDH1KD tx	GLP1R cytotox	HT1080NT lethal	SW480 rerep	MCF10A rereplic	KB-V1 cytotox	D3 ag
CC(=O)c1ccc(OCc2cc(C(=O)NCCN3CCCC(O)C3)no2)cc1 (configuration not stated)	-7%	3	0%	8%	-4%	2%	-12%	-10%	0
CCOC(=O)C1(Cc2ccccc2)CCCN(Cc2ccc(OCC)c(CO)c2)C1 (configuration not stated)	3%	-26	7%	3%	0%	0%	10%	-15%	-10
Cc1noc(C)c1S(=O)(=O)Nc1ccc(C(=O)N2CCN(c3cccc(Cl)c3)CC2)cc1	13%	0	-23%	-7%	-25%	6%	-1%	9%	12
C/C(CC(=O)Nc1cc(C)ccn1)=N\NC(=O)c1ccc(C)cc1	1%	0	0%	0%	11%	2%	-12%	-2%	-4
CN(c1ccccc1)S(=O)(=O)c1ccc(C(=O)Nc2ncccc2O)cc1	-26%	-1	1%	-22%	-3%	-112%[inhibitor]	4%	?	-5
CC(CCc1ccccc1)NC(=O)CN1C(=O)NC2(CCCCC2C)C1=O (configuration not stated)	10%	5	0%	-8%	12%	-10%	6%	-16%	-3
Cc1c(C)c2c(OCC(=O)N[C@@H](C(=O)O)c3ccccc3)cc3c(c2oc1=O)CCC(C)(C)O3	-2%	-23	-4%	1%	1%	-5%	?	-27%	5
O=C1CCCCCN1CP(=O)(O)CN1CCCCCC1=O	16%	10	19%	-3%	7%	2%	0%	0%	10
Cc1ccc(S(=O)(=O)c2nc(-c3ccco3)oc2SCC(N)=O)cc1	8%	0	0%	4%	1%	-5%	2%	?	5
Cn1c(SCC(=O)NC2CC2)nnc1C1CC1	19%	10	4%	1%	23%	1%	6%	?	1
CN1N=C(C(=O)N2CCc3c([nH]c4ccccc34)C2c2ccccc2Cl)CCC1=O (configuration not stated)	-1%	25	-11%	9%	-11%	7%	15%	-6%	1
CCOC(=O)C(=O)N1CCN(c2nc(-c3ccc(Cl)cc3)cs2)CC1	0%	35	-15%	-3%	-6%	3%	5%	3%	4
C=CCN1C(=O)/C(=C2/Sc3ccccc3N2C)SC1=Nc1c(C)n[nH]c1C	-1%	-19	8%	-11%	16%	-6%	-3%	17%	3
CN(CC(=O)Nc1ccccc1Br)C(=O)CNC(=O)c1cccs1	10%	-8	8%	6%	0%	0%	14%	15%	-10
COCCCNCCCCOc1ccc(OCc2ccccc2)cc1	-11%	-18	?	1%	?	19%	?	-25%	-2
COc1cc(NC(=O)c2ccc(Cl)cc2)c(OC)cc1Cl	0%	3	-11%	4%	3%	-4%	2%	-19%	9
CN1CCN(CCC(=O)Nc2ccc3c(c2)OCO3)CC1	0%	-3	4%	-8%	9%	-6%	-9%	15%	1
Cc1c2cnn(CC(=O)NC(C)C)c(=O)c2c(C)n1Cc1ccccc1Cl	6%	.	.	2%	.	.	.	1%	-5
Cc1c(NC(=S)N/N=C/c2ccc(O)cc2)c(=O)n(-c2ccccc2)n1C	-4%	9	-2%	0%	0%	5%	12%	10%	-6
CCCn1c(N)c(N(CCOC)C(=O)/C=C/c2ccc(C(=O)OC)cc2)c(=O)[nH]c1=O	3%	-1	10%	20%	7%	10%	?	?	2
Cc1ccc2c(c1)N(CC(=O)N1CCN(c3nc4ccccc4s3)CC1)C(=O)C(C)O2 (configuration not stated)	?	-9	?	?	4%	-14%	1%	-26%	-12
Cc1ccc(CNC(=O)Nc2ccccc2)c(C)c1	-4%	0	-2%	?	0%	-11%	7%	6%	-4
c1ccc(CSc2nnnn2-c2cccc3ccccc23)nc1	-4%	5	1%	-4%	2%	-3%	4%	-1%	1
CCOc1cc(C)cc2oc(=O)cc(-c3ccccc3)c12	-4%	32	0%	-3%	0%	?	11%	?	14
CC(C)CC1CC(=O)OC1(C)C(=O)CSc1nc2ccccc2s1 (configuration not stated)	2%	15	0%	11%	4%	1%	-8%	8%	0

Bioassay records (PubChem BioAssay)
